From PubChem BioAssay
Pol iota inh – qHTS for Inhibitors of Polymerase Iota | DNA polymerase iota (Homo sapiens), Q9UNA4 | Potency, µM (highest dose often 115 µM), without a hit: at the highest dose activity, negative = inhibition, hits mostly inhibitors | Pol iota fluorescent replication assay, 10 min | 390,000 tested, 1% active
Target sequence (Q9UNA4 whole entry, looked up): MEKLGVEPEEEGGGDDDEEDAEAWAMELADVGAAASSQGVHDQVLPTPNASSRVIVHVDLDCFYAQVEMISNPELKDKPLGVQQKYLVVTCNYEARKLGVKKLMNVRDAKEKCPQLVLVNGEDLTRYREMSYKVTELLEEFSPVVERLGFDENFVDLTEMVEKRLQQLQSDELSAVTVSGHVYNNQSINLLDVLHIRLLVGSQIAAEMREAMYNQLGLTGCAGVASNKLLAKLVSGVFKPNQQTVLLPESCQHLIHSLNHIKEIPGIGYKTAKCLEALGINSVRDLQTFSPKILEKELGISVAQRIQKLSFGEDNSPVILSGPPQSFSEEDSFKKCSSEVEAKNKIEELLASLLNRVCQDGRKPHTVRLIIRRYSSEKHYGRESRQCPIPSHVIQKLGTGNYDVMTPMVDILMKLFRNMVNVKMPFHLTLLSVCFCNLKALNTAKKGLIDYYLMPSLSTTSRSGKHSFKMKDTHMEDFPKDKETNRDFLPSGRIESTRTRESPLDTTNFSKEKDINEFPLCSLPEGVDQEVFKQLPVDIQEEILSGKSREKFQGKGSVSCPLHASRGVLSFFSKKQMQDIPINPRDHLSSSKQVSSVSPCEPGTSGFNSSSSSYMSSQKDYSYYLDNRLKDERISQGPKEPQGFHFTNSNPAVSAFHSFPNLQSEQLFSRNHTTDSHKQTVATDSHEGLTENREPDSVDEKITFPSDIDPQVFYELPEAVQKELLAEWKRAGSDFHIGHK
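Fluorescent replication assay read twice, at 0 min and 10 min after adding 50 nM (final) substrate. Enzyme (10 nM) and compounds were first incubated 15 min at room temperature; enzyme-free buffer wells were negative controls.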
POLH inh – qHTS for Inhibitors of Polymerase Eta | Potency, µM (doses to about 114 µM), without a hit: at the top dose activity change, negative = inhibition, most hits filed as inhibitors | recombinant Pol eta, fluorescent DNA replication assay | 390,000 tested, 1.2% active | DNA polymerase eta (Homo sapiens), Q9Y253; also: % is scaled to controls: 0 for no effect and ±100 for the full control effect
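Fluorescent replication assay: 50 nM final substrate added after a 15 min room-temperature compound preincubation with 10 nM enzyme. Signal taken at 0 min and again at 10 min.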
JMJD2A Tudor – qHTS Assay for Inhibitors of JMJD2A-Tudor Domain. AlphaScreen JMJD2A-Tudor / H3K4me3 peptide binding. Lysine-specific demethylase 4A (Homo sapiens), O75164. Potency, µM (top dose mostly 114 µM), without a hit: at the highest dose activity change, negative = inhibition, actives largely listed as inhibitors. 390,000 tested, 4.4% active. AID 504339, 2011; also: % is scaled to controls: 0 for no effect and ±100 for the full control effect; nearly all actives have a fitted effect of over 50% in size
BLM inh – qHTS Assay for Inhibitors of Bloom's syndrome helicase (BLM); RecQ-like DNA helicase BLM (Homo sapiens), P54132; recombinant BLM DNA unwinding, fluorescence dequenching; Potency, µM (highest dose often 56.1 µM), without a hit: at the top dose activity change, negative = inhibition, usual class: inhibitors; 350,000 tested, 0.2% active; AID 2528, 2010;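 also: plate controls were vehicle for no effect and no enzyme for full effect; nearly all actives have a fitted effect of over 35% in size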
Pol beta inh – qHTS Assay for Inhibitors of DNA Polymerase Beta; Pol beta primer extension/strand displacement, fluorescence kinetic; Potency, µM (top dose mostly 114 µM), without a hit: top-dose activity change, negative = inhibition, most hits filed as inhibitors; 340,000 tested, 1.3% active; AID 485314, 2010; also: % is scaled to controls: 0 for no effect and ±100 for the full control effect
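Reaction started by 50 nM substrate onto compound-treated Pol beta (10 nM, 15 min preincubation, room temperature); plates read at 0 min and 10 min. Normalized concentration-effect data fitted by four-parameter Hill equation.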
Pol kappa inh – qHTS for Inhibitors of Polymerase Kappa | Potency, µM (top dose mostly 107 µM), without a hit: at the highest dose activity, negative = inhibition, usual class: inhibitors | purified Pol kappa, fluorescent DNA synthesis assay, 10 min | 400,000 tested, 0.53% active; also: % is scaled to controls: 0 for no effect and ±100 for the full control effect
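Here, compound and 10 nM enzyme are combined for 15 min at room temperature; adding 50 nM substrate (final) starts DNA synthesis, tracked by fluorescence at 0 and 10 min against buffer-only wells.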
APE1 inh – qHTS Assay for Inhibitors of the Human Apurinic/apyrimidinic Endonuclease 1 (APE1); DNA repair nuclease/redox regulator APEX1 (Homo sapiens), P27695; recombinant APE1, TAMRA/BHQ-2 abasic DNA cleavage fluorescence; Potency, µM (titrated, usually from 65.8 µM), for the others: at the highest dose activity change, negative = inhibition, actives largely listed as inhibitors; 350,000 tested, 0.35% active; AID 2517, 2012;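 also: plate controls were vehicle for no effect and reference inhibitor for full effect; nearly all actives have a fitted effect of over 55% in size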
Target sequence (P27695 whole entry, looked up): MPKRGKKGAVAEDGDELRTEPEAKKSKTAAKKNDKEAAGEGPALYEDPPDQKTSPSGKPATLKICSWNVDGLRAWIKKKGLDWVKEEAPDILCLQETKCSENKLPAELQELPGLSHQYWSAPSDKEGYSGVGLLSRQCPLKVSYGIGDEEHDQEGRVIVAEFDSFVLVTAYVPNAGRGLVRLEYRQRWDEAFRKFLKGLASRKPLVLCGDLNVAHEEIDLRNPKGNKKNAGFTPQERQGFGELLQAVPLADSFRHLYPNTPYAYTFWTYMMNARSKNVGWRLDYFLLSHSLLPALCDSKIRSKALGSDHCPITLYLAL
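Kinetic fluorescence read (525 ex/598 em nm, three reads 60 s apart) of AP-site incision; signal = third minus first read. Enzyme 0.75 nM, dual-labelled THF duplex 50 nM, compound preincubation 15 min RT.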
G9a inh – qHTS Assay for Inhibitors of Histone Lysine Methyltransferase G9a; G9a H3K9 monomethylation, AlphaScreen, 2 h; Potency, µM (top dose mostly 102 µM), for the others: at the top dose activity, negative = inhibition, actives largely listed as inhibitors; 350,000 tested, 8.8% active; also: % is scaled to controls: 0 for no effect and ±100 for the full control effect; nearly all actives have a fitted effect of over 75% in size
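Methyltransferase reactions run at room temperature for 2 h (20 nM enzyme, 500 nM biotin-H3K9 peptide, 20 uM SAM) after a 15 min compound preincubation; product detected by AlphaScreen beads and anti-H3K9me1 antibody.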
BAZ2B inh – qHTS Assay for Inhibitors of BAZ2B | Bromodomain adjacent to zinc finger domain protein 2B (Homo sapiens), Q9UIF8 | AlphaScreen BAZ2B-H3K14Ac peptide displacement | Potency, µM (top dose mostly 114 µM), for the others: top-dose activity change, negative = inhibition, usual class: inhibitors | 360,000 tested, 4.4% active | AID 504333, 2011; also: % is scaled to controls: 0 for no effect and ±100 for the full control effect; nearly all actives have a fitted effect of over 60% in size
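AlphaScreen luminescence quantifies BAZ2B engagement of H3K14Ac peptide; the protein and biotinylated peptide are both at 50 nM final, buffer PBS pH 7.4 with 0.01% Tween-20, all steps at room temperature.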
Numbers without * were called inactive; ? = inconclusive; . = not tested or not shown; [ ] = remark or other dose. Calls follow the shape of the dose curve; as a rule, active = well fitted curve in the direction sought with a large enough effect; inconclusive = small, poorly fitted or top-dose-only effect, or another doubt; inactive = no such curve, though single readings can be large; an effect the other way counts as inactive or inconclusive. Potency is read from the fitted curve at half-maximal effect. Some of the compounds tested; count on the stated rates, not on these rows.

Molecule	Pol iota inh	POLH inh	JMJD2A Tudor	BLM inh	Pol beta inh	Pol kappa inh	APE1 inh	G9a inh	BAZ2B inh
CCCCc1ccc(Nc2ncnc3nc[nH]c23)cc1	-10%	-19%	-18%	-9%	-5%	-10%	2%	5%	3%
CCNC(=O)Cc1ccc(S(=O)(=O)N2CCOCC2)s1	31%[activator]	-16%	-21%	.	.	1%	1%	-15%[59 µM]	2%
COc1cccc2c1cc1c(=O)n(CC(=O)N3CCCCC3)nc(C)n12	-9%	6%	-9%	-2%	8%	11%	.	-20%[59 µM]	-3%
CCN(CC)C(=O)CSc1nc2nc(C)cc(C)c2c(=O)[nH]1	-9%	3%	-7%	-5%	8%	-1%	3%	22%[59 µM]	12%
O=C(NCCCn1ccnc1)C1CCN(S(=O)(=O)c2ccc(F)cc2)CC1	2%	4%	-6%	1%	2%	1%	15%	10%	2%
COc1cc(CNCC2CCCO2)ccc1OCC(N)=O (stereo not given)	8%	12%	-20%	0%	24%	-2%	16%	.	-14%
CCN(C(=O)COC(=O)CCC(=O)c1cccs1)C1CCCCC1	-16%	-2%	-4%	.	.	-3%	-8%	.	.
O=C(CNC(=O)c1ccco1)Nc1ccc(OC(F)F)cc1	-28%	-4%	-5%	-2%	16%	-10%	27%	26%	-12%

Continued:
Molecule	Pol iota inh	POLH inh	JMJD2A Tudor	BLM inh	Pol beta inh	Pol kappa inh	APE1 inh	G9a inh	BAZ2B inh
CCCn1c(SC(C)C(=O)NCC2CCCO2)nc2sc3c(c2c1=O)CCC3 (stereo not given)	12%	-19%	-22%	.	.	-4%	-17%	-9%	-10%
Cc1c(NC2=CC(=O)CCC2)c(=O)n(-c2ccccc2)n1C	22%	-10%	-6%	-5%	0%	-5%	2%	14%	-3%
C=C1C(=O)C=C[C@]2(C)C[C@@H]3OC(=O)[C@](C)(O)[C@H]3C[C@@H]12	-20%	-1%	-19%	-1%	-4%	-3%	2%	0%[59 µM]	1%
CCCn1c(C(C)NS(=O)(=O)c2ccccc2)n[nH]c1=S (stereo not given)	5%	-4%	?	0%	83%	-9%	13%	20µM*	-12%
COc1ccccc1C(NC(=O)CC(C)C)c1c(O)ccc2ccccc12 (stereo not given)	15%	-17%	-14%	-4%	49%	-16%	-4%	.	-1%
CSc1ccc(CCNC(=O)c2cc3cc4cc(C)ccc4nc3s2)cc1	27%	-18%	?	-4%	?	-6%[60.1 µM]	.	-4%[59 µM]	2%
CC(=O)Nc1ccc2c(O)cc(S(=O)(=O)O)cc2c1	20µM*	32µM*	?	.	.	?	.	.	.
CCOc1ccccc1-n1c(SCC(=O)N(C(C)C)C(C)C)nnc1-c1cccnc1	-8%	0%	-3%	1%	-4%	-16%	-4%	12%[12.7 µM]	5%

Going on with the list.
Molecule	Pol iota inh	POLH inh	JMJD2A Tudor	BLM inh	Pol beta inh	Pol kappa inh	APE1 inh	G9a inh	BAZ2B inh
O=C(/C=C/c1cccc([N+](=O)[O-])c1)NCCc1ccc(F)cc1	-10%	?	-12%	0%	46%	-6%	3%	17%[59 µM]	-1%
Cc1ccc2c(CN3CCCCC3)cc(=O)oc2c1	23%	-14%	-4%	-6%	10%	-15%	24%	-26%	12%
O=C(NNC(=O)c1cc(Cl)ccc1O)c1ccc(NS(=O)(=O)c2cccs2)cc1	40%[activator]	-22%	-28%	.	.	-3%	14%	59%[activator][2.33 µM]	-2%
Cc1ccc(C(=O)N/N=C(/CC(=O)c2cccs2)C(F)(F)F)cc1	10%	-6%	?	4%	2%	-14%	-1%	-21%	?
O=S(=O)(NC(CO)Cc1ccccc1)c1cc(Cl)ccc1F (stereo not given)	29%	-17%	-13%	.	.	3%	.	.	.
Cc1ccccc1-n1nnnc1SCC(=O)Nc1ccc(N2CCN(C)CC2)cc1	17%	-17%	?	1%	13%	9%	56%[activator]	50µM*	-32%[57.1 µM]
CCOc1ccc(CCNC(=O)c2cccc(S(=O)(=O)N3CCCCC3)c2)cc1OCC	3%	-18%	-15%	.	.	-3%	-17%	-1%	10%
C/C(=N\O)C(C)NC(=O)c1ccccc1 (stereo not given)	27%	-7%	-8%	1%	4%	-3%	-3%	-10%[59 µM]	-2%

Going on with the list:
Molecule	Pol iota inh	POLH inh	JMJD2A Tudor	BLM inh	Pol beta inh	Pol kappa inh	APE1 inh	G9a inh	BAZ2B inh
CCOC(=O)C1=C(C)N(CCCC(=O)O)C(=O)NC1c1ccc(OC)cc1 (stereo not given)	28%	-4%	-9%	0%	2%	8%	16%	?	-4%
COc1ccc(CCNC(=O)CSc2cn(Cc3ccccc3)c3ccccc23)cc1OC	-13%	-19%	-16%	2%	9%	-10%	?	?	2%
Cc1n[nH]c(C)c1-c1nc2ccccc2[nH]1	6%	4%	-3%	4%	-1%	-20%	2%	5%[59 µM]	5%
Cc1ccc2c(C)nc(SC(C(=O)c3ccccc3)c3ccccc3)nc2c1 (stereo not given)	3%	-28%	2%	-8%	-29%	-12%	2%	12%[59 µM]	-3%
CC(C)NC(=O)CN(C(=O)CCC(=O)Nc1nccs1)c1ccc2c(c1)OCO2	72%[activator]	-3%	1%	-5%	36%	-9%	-9%	23%	-22%
O=c1[nH]c(SCCOc2ccccc2F)nc2ccccc12	164%[activator]	-14%	-17%	-3%	30%	-3%	20%	.	7%
CCOc1cccc2sc(N(CCN(C)C)C(=O)c3cc4ccccc4cc3OC)nc12	-3%	-5%	45µM*	-4%	2%	-19%	-5%	40µM*	?
O=C(NCc1ccccc1)c1ccc2c(c1)nc1n2CCCCC1	-5%	-9%	-9%	-1%	3%	-8%[60.1 µM]	.	15%[59 µM]	8%

As a working copy, 4 of the compounds above:
Molecule	Pol iota inh	POLH inh	JMJD2A Tudor	BLM inh	Pol beta inh	Pol kappa inh	APE1 inh	G9a inh	BAZ2B inh
Cc1n[nH]c(C)c1-c1nc2ccccc2[nH]1	6%	4%	-3%	4%	-1%	-20%	2%	5%[59 µM]	5%
Cc1ccc2c(C)nc(SC(C(=O)c3ccccc3)c3ccccc3)nc2c1 (stereo not given)	3%	-28%	2%	-8%	-29%	-12%	2%	12%[59 µM]	-3%
CC(C)NC(=O)CN(C(=O)CCC(=O)Nc1nccs1)c1ccc2c(c1)OCO2	72%[activator]	-3%	1%	-5%	36%	-9%	-9%	23%	-22%
O=c1[nH]c(SCCOc2ccccc2F)nc2ccccc12	164%[activator]	-14%	-17%	-3%	30%	-3%	20%	.	7%

Five of the entries above in order of the Pol iota inh value, falling.
smiles,Pol iota inh
CCOC(=O)C1=C(C)N(CCCC(=O)O)C(=O)NC1c1ccc(OC)cc1 (stereo not given),28%
Cc1n[nH]c(C)c1-c1nc2ccccc2[nH]1,6%
CCOc1cccc2sc(N(CCN(C)C)C(=O)c3cc4ccccc4cc3OC)nc12,-3%
O=C(NCc1ccccc1)c1ccc2c(c1)nc1n2CCCCC1,-5%
COc1ccc(CCNC(=O)CSc2cn(Cc3ccccc3)c3ccccc23)cc1OC,-13%

(list continues)
Molecule	Pol iota inh	POLH inh	JMJD2A Tudor	BLM inh	Pol beta inh	Pol kappa inh	APE1 inh	G9a inh	BAZ2B inh
CC(C)=CC1C(C(=O)Nc2ccc(Br)cn2)C1(C)C (stereo not given)	20%	-16%	-2%	-8%	-9%	-6%	-7%	-14%[12.7 µM]	4%
C=C(C)COc1ccc2c(C)c(CC(=O)OC)c(=O)oc2c1C	-14%	-16%	5%	-4%	0%	-5%	5%	-22%[12.7 µM]	26%
Cc1cc(C)cc(NC(=O)c2ccc(CN3CCc4ccccc4C3)cc2)c1	99%[activator]	-16%	-13%	-7%	0%	-19%	-2%	3%	3%
CCC(C)(C)n1nnnc1CN1CCSCC1	?	-5%	-31%	1%	0%	-9%[60.1 µM]	-6%	-20%[59 µM]	?
Cc1cc(Nc2ccc(C)c(F)c2)n2ncnc2n1	18%	-11%	-4%[57.1 µM]	2%	6%	-3%	0%	-12%[59 µM]	11%
CCCCc1nn2c(=O)cc(COC(=O)CNC(=O)c3ccccc3C)nc2s1	14%	-6%	-11%	-2%	-2%	0%	.	26%[59 µM]	-28%
COC(=O)[C@]1(C)N[C@H](c2ccc(-c3cccc(Cl)c3)cc2)[C@@H]2C(=O)N(C)C(=O)[C@@H]21	20%	-16%	-32%	.	.	-8%	2%	.	.
Cc1noc(C)c1C(=O)Nc1nc(-c2ccc([N+](=O)[O-])cc2)cs1	-10%	-10%	-6%	-4%	?	-6%	33%	1%	-18%

(continued)
Molecule	Pol iota inh	POLH inh	JMJD2A Tudor	BLM inh	Pol beta inh	Pol kappa inh	APE1 inh	G9a inh	BAZ2B inh
ONC(=Nc1ccccc1)c1ccc(Cl)cc1	14%	-14%	-17%	-2%	10%	1%	-1%	2%[59 µM]	5%
CC(C)N(Cc1ccccc1)S(=O)(=O)N(C)C	10%	-13%	-4%	-2%	1%	-6%	0%	9%[59 µM]	0%
O=C(CSc1nnc(Cc2ccccc2)n1-c1ccccc1)N1CCOCC1	18%	-7%	-9%	1%	24%	-17%	-1%	2%	1%
CCC(OC(=O)c1nsc(Cl)c1Cl)C(=O)NCCOC (stereo not given)	-4%	-6%	7%	-11%	-17%	15%	1%	-25%	-15%
